Bioassay records deposited in PubChem BioAssay by Southern Research Specialized Biocontainment Screening Center.
inhibitors of VEEV: inhibitors of VEEV TC-83 cytopathic effect, confirmation, Vero cells (AID 588727) | Vero cells, VEEV TC-83 cytopathic effect inhibition; higher % means a stronger effect | inhibition, % at 20 µM; hits with a dose series show IC50 in µM | 350,000 compounds, 0.13% hits; in the data active = a potency from the dose series; inconclusive = inhibition mostly from about 14% at the one dose, without a potency; inactive = the rest, 99 in 100 with inhibition below about 12%; also: strong numbers were not always called active
H37Rv inhibition: M. tuberculosis growth inhibition, HTS (AID 449762). 330,000 compounds, 0.59% hits. M. tuberculosis H37Rv growth inhibition, 7H9 media; higher % means a stronger effect. inhibition, % at 25 µM; hits with a dose series show IC50 in µM; in the data active = a potency from the dose series; inconclusive = inhibition above about 70% without an active follow-up result;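 also: bacterial growth assessed after seven days of incubation; strong numbers were not always called active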
tuberculosis growth: growth inhibition of non-replicating M. tuberculosis (AID 488890); 320,000 compounds, 0.39% hits; one-dose inhibition, % at 25 µM; IC50 in µM for titrated hits; Mycobacterium tuberculosis non-replicating, growth inhibition; higher % means a stronger effect; in the data active = a potency from the dose series; inconclusive = inhibition mostly from about 82% at the one dose, without a potency; inactive = the rest, 99 in 100 with inhibition below about 76%;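 also: plate controls were DMSO cells for no effect and high antibiotic wells for full effect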
Salmonella PhoP GFP: Inhibition of PhoP regulon, Salmonella typhi GFP reporter cells, confirmation, 4 h (AID 1850); inhibition, % at 50 µM; hits with a dose series show IC50 in µM; 310,000 compounds, 0.33% hits; Salmonella Typhi PhoP-promoter GFP reporter, fluorescence, 4 h; higher % means a stronger effect; in the data active = a potency from the dose series; inconclusive = inhibition mostly from about 25% at the one dose, without a potency; inactive = the rest, 99 in 100 with inhibition below about 19%;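 also: 0% = induced wells with vehicle and 100% = uninduced wells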
influenza NS1A: H1N1 influenza NS1A inhibitors, functional cell based assay (AID 504329) | NS1A functional cell-based assay, percent inhibition; higher % means a stronger effect | one-dose inhibition, % at 12.5 µM; IC50 in µM for titrated hits | 340,000 compounds, 0.3% hits; in the data active = a potency from the dose series; inconclusive = inhibition above about 27% without an active follow-up result; also: strong numbers were not always called active
inhibitors of VEEV 10K pilot screen: second read-out of inhibitors of VEEV, no call of its own (marks repeat the call); inhibition, %; measured here: 10K pilot screen inhibition
The depositor's hits bear a star; i = inactive; ? = inconclusive; / = no result given; & = joins results of further samples.

SMILES | inhibitors of VEEV | H37Rv inhibition | tuberculosis growth | Salmonella PhoP GFP | influenza NS1A | others
Cc1ccc(-n2nnnc2Sc2ccc(S(=O)(=O)NCCN(C)C)cc2[N+](=O)[O-])cc1 | i | 28% | ? | -2% | 2%
O=C(Nc1cccc(Br)c1)C1CCCC1 | 7.9% | 5% | 30% | 1% | /
Cc1ccc(C(=O)CC(=O)c2cccc(F)c2)c(O)c1 | 1.7% | ? | ? | 5% | -2%
CCN(CC)C(=O)COc1cc(C)cc2oc(=O)c3c(c12)CCCC3 | 0.4% | -7% | -7% | -2% | -2%
O=C1CSC(c2ccc(Cl)cc2)N1c1cccnc1 (stereo not drawn) | 0.8% | -8% | 7% | 6% | -4%
CN1CCN(C(=S)SCC(=O)Nc2nc(-c3ccccc3)c(-c3ccccc3)o2)CC1 | 2.3% | ? | ? | 0% | -7%
COc1ccccc1/C=N/NC(=O)c1sc(C)nc1C | 1.6% | -2% | -7% | -7% | -6%
CSc1ncccc1C(=O)OCC(=O)c1[nH]c(C)c(C(C)=O)c1C | 7.1% | 7% | -5% | / | -1%
COc1cccc(C(=O)/C=C/Nc2cc(C)ccc2O)c1 | 1.3% | -9% | -11% | -12% | -6%
Cc1cccc(NS(=O)(=O)c2cnc[nH]2)c1 | 0.8% | 3% | -7% | 15% | -4%
COc1cccc(C(C#N)N2CCCCC2)c1O (stereo not drawn) | 6.7% | -4% | 14% | 1% | 11%
CC(C)(C)OC(=O)NCCCC1=CC2=CC(=O)C(C)(O)C(=O)C2=CO1 (stereo not drawn) | / | -2% | 7% | -7% | /
COc1ccc(OC)c(-c2csc(NC(=O)CSc3ccc([N+](=O)[O-])cc3)n2)c1 | 4.0% | ? | 64% | -5% | -7%
CN(C)c1ccc(CNn2cnnc2SCC(=O)NC(C)(C)C)cc1 | 1.6% | -8% | -1% | 3% | -3%
CCn1c(CC(=O)Nc2ccc(F)cc2)nnc1SCC(=O)Nc1nnc(C)s1 | 1.6% | -3% | 2% | -16% | 6%
CN(C(=O)CS(=O)(=O)Cc1ccccc1Cl)c1ccccc1 | 1.4% | 1% | -10% | 2% | -6%
Cc1ccc(C(=O)N2CCC(Cc3ccccc3)CC2)cc1[N+](=O)[O-] | 0.0% | 15% | 26% | -7% | 18%
CCOc1ccc(S(=O)(=O)N2CCN(c3ccc(OC)cc3)CC2)c2cccnc12 | 0.8% | 24% | 27% | 0% | 6% | inhibitors of VEEV 10K pilot screen=2.8
CCN1C(=O)[C@@H]2[C@H](C1=O)[C@@H]1C[C@H]3C(=O)N(CC)C(=O)[C@H]3[C@@H]3C1=C(C(=O)N1C(=O)OC(=NCC4CC4)[C@]31C)[C@@H]2C | 0.1% | -6% | -1% | -2% | -5%
O=C(NCc1ccco1)Oc1ccccc1 | i | 9% | 32% | -4% | -6%
COc1cccc(/C=N/Nc2nc(-c3cccnc3)nc3ccccc23)c1 | ? | 7% | 7% | 3% | -24%
CS(=O)(=O)N1CCC2CC1c1cc(-c3ccccc3)ccc12 (stereo not drawn) | i | / | / | / | 3%
CC(C)(/C=N/NC(=O)CSCc1ccccc1Cl)CCC#N | 1.0% | -2% | -7% | -4% | -3%
COc1cc(OC)cc(-c2c(-c3cccs3)c3cc(-c4ccc(CN5CCOCC5)cc4)ccc3n2C)c1 | 8.1% | 61% | 43% | / | 1%
O=C(Nc1cccc(-c2ccc3nncn3n2)c1)C(F)(F)F | 1.6% | 3% | -11% | 0% | -4%
COc1cc(NC(=O)c2cc(C)nc3ccccc23)cc(OC)c1 | 1.8% | -4% | -9% | 9% | -15%
Cc1ccc(S(=O)(=O)N2CCCC2CNC(=O)C(=O)NC2CC2)cc1 (stereo not drawn) | 0.5% | -11% | 6% | 8% | 7%
Cc1ccc(N(C(=O)CNC(=O)c2cccs2)C(C(=O)NC2CCCC2)c2ccncc2)cc1 (stereo not drawn) | i | -7% | 13% | 2% | 4%
O=C(/C=C/c1ccc(F)cc1)NC(Cc1c[nH]c2ccccc12)C(=O)O (stereo not drawn) | 0.5% | -3% | -1% | 6% | 2%
O=C(N1CCOCC1)C12CCC3CC(CC(C3)C1)C2 | 0.5% | -1% | -15% | 7% | 6%

Filtered by structure: the entries above containing a halogen (8)
SMILES | inhibitors of VEEV | H37Rv inhibition | tuberculosis growth | Salmonella PhoP GFP | influenza NS1A | others
O=C(Nc1cccc(Br)c1)C1CCCC1 | 7.9% | 5% | 30% | 1% | /
Cc1ccc(C(=O)CC(=O)c2cccc(F)c2)c(O)c1 | 1.7% | ? | ? | 5% | -2%
O=C1CSC(c2ccc(Cl)cc2)N1c1cccnc1 (stereo not drawn) | 0.8% | -8% | 7% | 6% | -4%
CCn1c(CC(=O)Nc2ccc(F)cc2)nnc1SCC(=O)Nc1nnc(C)s1 | 1.6% | -3% | 2% | -16% | 6%
CN(C(=O)CS(=O)(=O)Cc1ccccc1Cl)c1ccccc1 | 1.4% | 1% | -10% | 2% | -6%
CC(C)(/C=N/NC(=O)CSCc1ccccc1Cl)CCC#N | 1.0% | -2% | -7% | -4% | -3%
O=C(Nc1cccc(-c2ccc3nncn3n2)c1)C(F)(F)F | 1.6% | 3% | -11% | 0% | -4%
O=C(/C=C/c1ccc(F)cc1)NC(Cc1c[nH]c2ccccc12)C(=O)O (stereo not drawn) | 0.5% | -3% | -1% | 6% | 2%

(more compounds)
SMILES | inhibitors of VEEV | H37Rv inhibition | tuberculosis growth | Salmonella PhoP GFP | influenza NS1A | others
CCCn1c(=O)c(C(=O)Nc2ccccc2C(=O)OCC)c(O)c2ccccc21 | 0.5% | -1% | 12% | -5% | 6%
COc1cc(C2CC(=O)Oc3cc(O)ccc32)cc(OC)c1OC (stereo not drawn) | i | / | / | / | -6%
COc1cccc(N=c2oc3cc(O)ccc3cc2C(=O)NCC2CCCO2)c1 (stereo not drawn) | 7.6% | -4% | 23% | -10% | 15%
CNS(=O)(=O)c1ccc(CCC(=O)N2CCOCC2)cc1 | 1.1% | 1% | -9% | 0% | -3%
O=C1CCCC2=C1C(c1cccs1)n1nc(SCc3ccccc3)nc1N2 (stereo not drawn) | i | 9% | 27% | 12% | -3%
O=C(Nc1ccccc1C(=O)NCC1CCCO1)c1ccccc1F (stereo not drawn) | 3.5% | -6% | -5% | -16% | -7%
Cc1cc(OCCCN2CCN(Cc3ccccc3)CC2)ccc1[N+](=O)[O-] | i | -2% | ? | -8% | -5%
Fc1ccc(COc2ccccc2-c2ccnc3ncnn23)cc1 | 1.2% | 4% | 4% | -22% | -10%
O=C(CC(c1ccccc1)c1ccccc1)NCCO | 1.0% | -4% | -19% | -10% | 1%
C/C(CC(=O)Nc1cc(Cl)ccc1Cl)=N\NC(=O)c1ccccc1Br | i | 2% | 23% | 13% | -17%
CC(/C=N/n1c(-c2ccco2)n[nH]c1=S)=C\c1ccco1 | 5.3% | 0% | -15% | 3% | -6%
Cc1cccc(C(c2c(C)nn(-c3ccccc3)c2N)c2c(C)nn(-c3ccccc3)c2N)c1 | 9.1% | -4% | 38% | -1% | 5%
Cc1cc(C)nc(NC(C)(C)C(=O)O)n1 | 0.6% | -2% | -12% | 3% | -8%
Cc1nnc(SCC(=O)N2CCOCC2)c2ccccc12 | 0.9% | 2% | -7% | 16% | 13%
O=C(CC(C(=O)O)c1ccccc1)Nc1cccc2ccccc12 (stereo not drawn) | 2.0% | -7% | -1% | -12% | -8%
CCCCOc1ccc(/C=C/C(=O)N(CC)CC(=O)Nc2ccc3c(c2)OCCO3)cc1OC | 9.9% | ? | 42% | -3% | 8%
CC(NC(=O)N1CC1(C)C)c1ccccc1 (stereo not drawn) | 2.3% | / | / | / | 0%
COc1ccc(C2C(C(=O)c3cccs3)=C(O)C(=O)N2c2nnc(C)s2)cc1OC (stereo not drawn) | i | -7% | 12% | -28% | -3%
Cc1cc(NC(=O)COC(=O)c2c(C)nn(Cc3ccccc3Cl)c2Cl)no1 | i | -3% | 0% | -14% | 6%
CCN(C1CCS(=O)(=O)C1)S(=O)(=O)c1ccc2ccccc2c1 (stereo not drawn) | 2.7% | -8% | -21% | 4% | -3%
COc1ccccc1C(=O)NCCc1nc2ccccc2[nH]1 | i | 1% | 5% | 0% | -10%
CC(C)c1ccccc1N=C1SCCN1C1CCS(=O)(=O)C1 (stereo not drawn) | i | -6% | -3% | 9% | 0%
O=C(NC(=S)Nc1ccccc1N1CCOCC1)c1ccccc1F | 8.4% | 8% | 22% | 4% | -6%
Nc1nc(SCC(=O)Nc2cccc(S(=O)(=O)N3CCCCCC3)c2)n[nH]1 | 4.1% | -2% | 5% | -3% | 1%
Cc1c(C(=O)Nc2cnccn2)oc2ccccc12 | i | 0% | -7% | -3% | 10%
Cc1cc(C)n(C(C)CC(=O)Nc2ccc3c(c2)OCO3)n1 (stereo not drawn) | 3.4% | 7% | -15% | 2% | 0%
O=C(COC(=O)c1cncc(Br)c1)NCc1ccccc1 | 0.9% | -3% | 49% | 1% | 3%
C/C(=N/NC(=O)c1ccc(Cl)s1)c1ccc(NC(=O)COc2ccc(Cl)cc2)cc1 | 0.8% | 2% | 4% | -13% | -5%
CC(C)NC(=O)COCc1cc(-c2ccc3c(c2)OCO3)on1 | 0.9% | -3% | 10% | 2% | 22%
C=C(C)CNC(=S)N=Nc1c(O)[nH]c2ccc([N+](=O)[O-])cc12 | 6.3% | -3% | ? | -4% | 11%
NS(=O)(=O)c1ccc(CCNC(=O)C(=O)c2c[nH]c3ccccc23)cc1 | 9.6% | -2% | 49% | 0% | 0%
COCCn1c(SCC(=O)Nc2cc(OC)ccc2OC)nc2c(c1=O)SC(C)C2 (stereo not drawn) | 1.4% | -6% | -4% | 11% | 15%
Cc1cc(NC(=O)CSc2nnc(C(C)N(C)C)n2-c2ccc(F)cc2)no1 (stereo not drawn) | 1.0% | 0% | 6% | 3% | 10%
Cc1ccc(-c2nn(-c3ccccc3)cc2CO)o1 | 0.5% | 46% | 18% | -3% | -1%
CC(C)(C)SC(=O)CC1NS(=O)(=O)OCC1NC(=O)OCC(Cl)(Cl)Cl (stereo not drawn) | i | 1% | 10% | -5% | -7% | inhibitors of VEEV 10K pilot screen=0.5
CCCn1c(SCC(=O)Nc2ccccc2Cl)nc(O)cc1=O | 0.3% | / | / | / | 15%
CCC(C)NC(=O)CSc1ccc(NC(C)=O)cc1 (stereo not drawn) | i | -1% | -14% | 0% | 16%
Cc1cc(CN2CCOCC2)c(O)c(C2(C)CCCCC2)c1 | 0.5% | 0% | -3% | -15% | 0%
CCc1sc(NC(=O)C(C)C)nc1-c1ccccc1 | 5.3% | 6% | 70% | -20% | 1%
CC[C@H](C)[C@@H](CN[C@H](C)CNC)NCCC(c1ccccc1)c1ccccc1 | 12% | 45% | 62% | 25% | -8%
CCNC(=S)N/N=C(\C)c1ccco1 | 0.7% | 3% | ? | 0% | 4%
O=[N+]([O-])c1ccccc1-n1cnc2ccccc21 | i | 8% | 2% | -1% | -6%
CCSc1nnc(NC(=O)c2nc(-c3ccccc3)n(-c3ccccc3)n2)s1 | 3.7% | 57% | ? | 10% | 5%
CCC(COC(=O)c1cc(OC)c(OC)c(OC)c1)(c1ccccc1)N(C)C (stereo not drawn) | 0.6%&0.5% | 6%&12%&4% | -8%&14%&6% | 2%&8%&-4% | -8%&0%
CCSc1nnc([C@@H](N)Cc2ccccc2)o1 | i | -5% | 5% | -3% | 3%
COc1ccc(S(=O)(=O)NCC2CCC(C(=O)NCc3ccc(F)cc3)CC2)cc1 (stereo not drawn) | 0.7% | -2% | 2% | 3% | -26%
CSCCC(NS(=O)(=O)c1ccccc1)C(=O)Nc1nccs1 (stereo not drawn) | 0.8% | / | / | / | 2%
O=C(c1cccc(Br)c1)N1CCN(C(=O)N2CCOCC2)CC1 | i | -5% | -14% | 10% | 1%
COCCSc1nnc(NC(=O)CS(=O)(=O)c2ccccc2)s1 | 3.9% | 1% | / | 6% | 3%
CCn1c(-c2cc(-c3cc(OC)ccc3OC)nc3ccccc23)n[nH]c1=S | 2.5% | -2% | 6% | -16% | -2%
NC(=O)c1ccccc1NC(=O)CC12CC3CC(CC(C3)C1)C2 | i | 2% | 22% | -7% | 0%
O=C1c2cnc3nc(SCc4ccc(Cl)cc4)nn3c2CC2c3ccccc3CCN12 (stereo not drawn) | i | -3% | 7% | 2% | 0%
